# Bioassay records deposited in PubChem by several laboratories.
# Wee1 stabilizer = blocks degradation of human Wee1 kinase; P30291; HeLa Luc-Wee1K328M stability, luciferase luminescence; 100% = proteasome inhibitor MG132 effect; reporter increase, % at 5 µM; 220,000 tested, 1.2% active; AID 1321;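 active means activation above the mean of all tested compounds plus 3 SD, set per screening run, cut at about 8.8% in these data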;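 further: cells exposed to compound for 20 h before luminescence read; 0% = DMSO alone and 100% = MG132 at 30 µM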
# Runt-SMMHC FRET = blocks binding of human RUNX1 Runt domain to CBFb-SMMHC. Q01196+Q13951. Cerulean-Runt/Venus-CBFb-SMMHC FRET ratio 530/480, 1 h. inhibition, % at 20 µM. 220,000 tested, 0.74% active;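 active means mean inhibition across duplicate retests at 20 µM reaching about 50%, limit read from the data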;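 further: 0% = DMSO wells and 100% = wells with excess untagged CBFb-SMMHC; inhibitors lower the FRET ratio by blocking Runt binding to CBFb-SMMHC; some results filed as inactive read as strong as hits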
# Hck-Nef inh = blocks Nef-activated human Hck kinase; AID 463187; inhibition, % at 20 µM; Recombinant Hck-YEEI plus Nef, Z-Lyte FRET kinase assay; 220,000 tested, 0.68% active; P08631;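 active means Hck-Nef kinase inhibition above about 50%, limit read from the data; inactive means inhibition below that limit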;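 further: 0% = DMSO with Hck plus Nef and 100% = Hck alone without Nef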
# FXIa inh = factor XIa (human) inhibition; P03951; purified FXIa, Boc-Glu-Ala-Arg-AMC fluorogenic substrate; inhibition, % at 5 µM; 220,000 tested, 0.14% active; AID 798;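 active means inhibition of at least 40%; inactive means inhibition below 40%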;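 further: fluorescence of freed AMC excited at 355 nm; 0% = enzyme without compound and 100% = no enzyme blank; many of its hits are not listed in these tables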
# FXIIa inh 1536 = blocks human coagulation factor XIIa protease activity | 220,000 tested, 0.3% active | P00748 | inhibition, % at 5 µM | purified FXIIa, Boc-QGR-AMC fluorogenic substrate, 2 h; in the data active means inhibition above about 40%;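 further: 0% = enzyme with no compound and 100% = blank without enzyme; many of its hits are not listed in these tables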
# Target sequence (P00748 20-372 limits assumed): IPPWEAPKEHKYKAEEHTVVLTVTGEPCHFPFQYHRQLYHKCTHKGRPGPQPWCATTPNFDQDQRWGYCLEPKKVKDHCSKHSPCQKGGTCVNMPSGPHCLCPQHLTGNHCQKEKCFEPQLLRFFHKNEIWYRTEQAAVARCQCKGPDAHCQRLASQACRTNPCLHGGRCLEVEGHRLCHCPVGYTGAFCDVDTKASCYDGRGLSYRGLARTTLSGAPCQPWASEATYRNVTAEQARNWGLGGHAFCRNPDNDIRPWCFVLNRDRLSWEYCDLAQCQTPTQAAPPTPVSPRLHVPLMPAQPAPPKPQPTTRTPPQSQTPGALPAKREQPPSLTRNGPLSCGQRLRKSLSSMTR
# Target sequence (P00748 373-615 limits assumed): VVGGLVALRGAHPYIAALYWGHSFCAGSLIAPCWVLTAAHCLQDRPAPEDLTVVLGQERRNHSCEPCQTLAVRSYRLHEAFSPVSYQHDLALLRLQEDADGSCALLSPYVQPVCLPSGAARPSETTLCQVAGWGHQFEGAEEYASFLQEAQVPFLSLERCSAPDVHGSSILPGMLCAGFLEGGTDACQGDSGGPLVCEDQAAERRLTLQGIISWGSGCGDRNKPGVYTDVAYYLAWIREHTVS
# Thrombin inh = blocks human thrombin protease activity. alpha-thrombin, Boc-VPR-AMC fluorogenic substrate cleavage. inhibition, % at 5 µM. 220,000 tested, 0.26% active;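 active means inhibition at or above 40%; inactive means inhibition below 40%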;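 further: 0% = enzyme with no compound and 100% = wells without enzyme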
#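 System – human alpha-thrombin · Medium – pH 7.5 Tris (50 mM) with NaCl 150 mM, Tween 20 0.05% · Compound – single-point dosing at 5 µM, 0.2% DMSO · Incubation – enzyme reaction carried out at room temperature · Technique – fluorescence of released AMC, ex 355 nm, em 460 nm · Read-out basis – % inhibition of thrombin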
# 14-3-3 Bad PPI = disrupts binding of bovine 14-3-3 zeta to phospho-Bad peptide; inhibition, % at 21.7 µM; 220,000 tested, 0.71% active; P63103; TR-FRET 14-3-3zeta/Dy647-pBad peptide displacement, 1 h;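 active means inhibition above about 70%, limit read from the data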;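 further: 0% = full 14-3-3 plus peptide FRET controls and 100% = background without 14-3-3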
# Target sequence (P63103 whole entry, looked up): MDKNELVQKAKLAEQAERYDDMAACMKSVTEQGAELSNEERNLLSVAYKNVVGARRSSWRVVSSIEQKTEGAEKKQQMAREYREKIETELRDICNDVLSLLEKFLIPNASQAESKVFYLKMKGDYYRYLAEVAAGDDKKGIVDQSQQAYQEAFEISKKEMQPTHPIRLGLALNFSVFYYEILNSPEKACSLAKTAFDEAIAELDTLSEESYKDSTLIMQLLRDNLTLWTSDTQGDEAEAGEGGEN
# Runt-CBFb FRET = Runt domain-CBFb interaction inhibition; inhibition, % at 20 µM; 220,000 tested, 0.46% active; Cerulean-Runt/Venus-CBFb FRET ratio 530/480, 1 h; Q01196+Q13951;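 active means inhibition over about 50% at 20 µM in the single-dose screen, limit read from the data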;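 further: 0% = DMSO wells and 100% = excess unlabeled CBFb competitor control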
#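 Measured by: fluorescence energy transfer, 422 nm excitation, 530/480 nm emission; Assay system: Cerulean-Runt domain; Medium: Tris pH 7.5 buffer with BSA; Measure: loss of energy transfer signal; Controls: 5 µM unlabeled CBFb as full-inhibition high control; Incubation: protein complex preformed 1 h, compound exposure 1 h, room temperature, dark.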
# KLK5 inh = blocks human kallikrein 5 protease activity. recombinant hK5, fluorogenic AMC substrate cleavage. inhibition, % at 5 µM. 210,000 tested, 0.59% active;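 active means inhibition of 40% or more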;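 further: 0% = enzyme controls without compound and 100% = no-enzyme blanks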
# Active calls of the source: *; / = no result given; [ ] = another dose, or the depositor's remark.
cpd	Structure	Wee1 stabilizer	Runt-SMMHC FRET	Hck-Nef inh	FXIa inh	FXIIa inh 1536
1	CC1CCN(S(=O)(=O)c2cccc(C(=O)Nc3ccccn3)c2)CC1	-1	4	0	1	11
2	CC1(C)CC(=O)C=C(NCc2ccccc2)C1	-1	-2	-1	-14	-3
3	NS(=O)(=O)c1cc(C(=O)OCC(=O)NC2CC2)ccc1Cl	-2	-1	-18	-6	4
4	CS/C(=C(/C#N)S(=O)(=O)c1ccc(Cl)cc1)N1CCOCC1	-3	-6	11	1	7
5	O=C(Nc1cccc2ncccc12)c1cccc(F)c1	0	-2	1	-4	-6
6	CC(=O)c1ccc(NC(=O)C2CCCN2S(=O)(=O)c2cccc3cccnc23)cc1 (stereo not drawn)	-2	1	2	18	23
7	CC(C)Cn1c(=O)c(C(=O)Nc2cnccn2)c(O)c2ccccc21	-1	-4	-5	-7	2
8	Cc1cc(C(=O)CSc2nnnn2C)c(C)n1C1CC1	1	-13	21	5	10
9	CC(C)Sc1nc(N2CCOCC2)c2c3c(sc2n1)COC(C)(C)C3	-1	0	-1	-9	3
10	Cc1cc(C(=O)c2cnc(/N=C/N(C)C)s2)c(F)cc1Cl	1	19	36	-5	-2
11	Cc1[nH]c2ccccc2c1C(=O)CN1C(=O)NC2(CC(C)CC(C)(C)C2)C1=O (stereo not drawn)	-1	2	3	-1	-1
12	CCOc1ccc(-c2nc3scc(-c4cccs4)c3c(=O)[nH]2)cc1	0	4	22	-24	2

cpd	Thrombin inh	14-3-3 Bad PPI	Runt-CBFb FRET	KLK5 inh
1	2	-2	0	-18
2	35	-2	-2	-21
3	-2	1	0	-2
4	0	2	3	2
5	-3	8	0	-3
6	0	6	1	0
7	-1	10[fluorescence artefact?]	3	-18
8	-4	-18	5	2
9	5	-4	-2	-20
10	-4	5	10	-9
11	-10	-1	-1	-12
12	-6	-15	0	-8

# Further compounds follow.
cpd	Structure	Wee1 stabilizer	Runt-SMMHC FRET	Hck-Nef inh	FXIa inh	FXIIa inh 1536
13	O=C(Nc1ccccn1)C1CCN(S(=O)(=O)c2cccs2)CC1	5	4	3	3	17
14	O=C(N/N=C/C(Cl)=C/c1ccc([N+](=O)[O-])cc1)C(=O)Nc1ccccc1C(=O)O	-2	-5	12	7	10
15	Cc1ccc2nc(NC(=O)CCn3cccc3)sc2c1	6	0	1	-4	9
16	CC(=O)c1coc2ccc(OCCN3CCCCC3)cc12	2	-3	-1	4	6
17	CC(=O)c1ccc(S(=O)(=O)N2CCN(CC#N)CC2)cc1	-1	0	-1	0	1
18	Cc1cc2cc(C)c3nnc(SCC(=O)N4CCCc5ccccc54)n3c2cc1C	-1	-6	-1	-1	15
19	COc1ccc(OCCNC(=O)c2ccccc2OCC(=O)N2CCCCC2)cc1	-1	-3	-4	-7	-3
20	COc1ccc(N2Cc3ccccc3C2=NC(=O)c2cncc(Br)c2)cc1	3	-2	0	0	5
21	Cc1c(NC(=O)CCC(=O)N2CCOCC2)c(=O)n(-c2ccccc2)n1C	1	2	-9	-7	3
22	CCC(=NCCc1ccccc1)C1=C(O)CCC1=O	-3	-1	0	6	0
23	CC(C)NC(=O)C(=O)NCCCN1CCOCC1	0	0	0	8	24
24	C=CCS/C(=N\n1cnc2ccccc2c1=O)N1CCCCC1	5	-2	2	9	16

cpd	Thrombin inh	14-3-3 Bad PPI	Runt-CBFb FRET	KLK5 inh
13	0	7	-1	13
14	2	12	1	4
15	-5	-2	2	-2
16	-1	14[fluorescence artefact?]	0	-25
17	-5	1	2	-2
18	4	-5	-5	-30
19	-5	0	-1	-2
20	-4	-7	0	6
21	-2	6[fluorescence artefact?]	0	3
22	-1	4[fluorescence artefact?]	-2	-19
23	17	10	0	18
24	4	-9	2	-29

# The final 2 entries of the section above open the next one.
cpd	Structure	Wee1 stabilizer	Runt-SMMHC FRET	Hck-Nef inh	FXIa inh	FXIIa inh 1536
23	CC(C)NC(=O)C(=O)NCCCN1CCOCC1	0	0	0	8	24
24	C=CCS/C(=N\n1cnc2ccccc2c1=O)N1CCCCC1	5	-2	2	9	16
25	Nc1c(Cl)cc(Cl)cc1C(=O)OCC(=O)NC1CC1	0	1	-13	-10	-21
26	CCOC(=O)C(CC)(CCC(=O)O)c1csc(N)n1 (stereo not drawn)	1	1	2	4	15
27	O=C(C1CCC(CNS(=O)(=O)c2cccc3cccnc23)CC1)N1CCCC1 (stereo not drawn)	-2	1	9	-9	-3
28	COC1=Cc2c(ccc3ccc(=O)oc23)OC1(C)C	0	-8	9	14	23
29	Cc1nn(C(=O)c2ccco2)c(C)c1Sc1ccccc1	2	-2	-2	4	16
30	CCOc1ccc(N=C2SC(C(=O)O)CC(=O)N2C)cc1 (stereo not drawn)	-4	1	3	-5	2
31	Cc1ccc2c(c1)C(O)(CC(=O)/C=C/C=C/c1ccccc1)C(=O)N2 (stereo not drawn)	2	-6	5	7	16
32	O=C(COc1cccnc1[N+](=O)[O-])NCCc1ccc(F)cc1	-1	3	-1	-3	-5
33	CC(C)CC(COCc1ccc(C(F)(F)F)cc1)N1CCN(C(=O)c2ccc(C(F)(F)F)cc2)CCC1=O (stereo not drawn)	2	-11	-3	6	14
34	CCc1ccc(OC(=O)c2ccn(CC)n2)cc1	-1	4	3	20	35
35	Cc1cccc(-n2c(SCC(=O)NC3CCCC3)nnc2-c2ccoc2C)c1	2	-3	4	9	15
36	O=C(c1cc2ccccc2oc1=O)N(Cc1cccc(Br)c1)C1CCS(=O)(=O)C1 (stereo not drawn)	-1	0	2	-4	8

cpd	Thrombin inh	14-3-3 Bad PPI	Runt-CBFb FRET	KLK5 inh
23	17	10	0	18
24	4	-9	2	-29
25	-21	4	4	-11
26	1	-6	-1	-17
27	-6	-5	1	27
28	-2	/	0	12
29	3	9	53*	7
30	-2	13[fluorescence artefact?]	-2	-26
31	10	-1	1	3
32	0	-10	1	-20
33	1	-5	-14	-10
34	3	/	-2	-1
35	9	7	-2	-11
36	-7	2	3	-2

# Four records drawn at random from those above, as already listed:
cpd	Structure	Wee1 stabilizer	Runt-SMMHC FRET	Hck-Nef inh	FXIa inh	FXIIa inh 1536
27	O=C(C1CCC(CNS(=O)(=O)c2cccc3cccnc23)CC1)N1CCCC1 (stereo not drawn)	-2	1	9	-9	-3
33	CC(C)CC(COCc1ccc(C(F)(F)F)cc1)N1CCN(C(=O)c2ccc(C(F)(F)F)cc2)CCC1=O (stereo not drawn)	2	-11	-3	6	14
31	Cc1ccc2c(c1)C(O)(CC(=O)/C=C/C=C/c1ccccc1)C(=O)N2 (stereo not drawn)	2	-6	5	7	16
32	O=C(COc1cccnc1[N+](=O)[O-])NCCc1ccc(F)cc1	-1	3	-1	-3	-5

cpd	Thrombin inh	14-3-3 Bad PPI	Runt-CBFb FRET	KLK5 inh
27	-6	-5	1	27
33	1	-5	-14	-10
31	10	-1	1	3
32	0	-10	1	-20

# Next section.
cpd	Structure	Wee1 stabilizer	Runt-SMMHC FRET	Hck-Nef inh	FXIa inh	FXIIa inh 1536
37	O=C(NCCc1ccccc1)c1ccccc1NC(=O)C1CCCO1 (stereo not drawn)	-2	4	-5	1	1
38	O=C(CCN1CCN(c2ccccc2)CC1)Nc1ccc(Cl)cc1	2	-10	-4	10	18
39	CCCCOc1ccc(NC(=O)CSCC(=O)OCC)cc1	-1	3	-1	0	1
40	CC1CCC(C(=O)NC(C(=O)NCc2ccccn2)C(C)C)CC1 (stereo not drawn)	-2	1	1	-3	12
41	O=C(CS(=O)CC(=O)N(CC(=O)NC1CCCC1)C1CCCCC1)Nc1ccc(F)cc1 (stereo not drawn)	2	4	0	-2	0
42	CCOC(=O)c1ccc2nc3c(cc2c1)CCS3	6	-3	1	3	1
43	O=C1C=C(NCCNc2c(F)c(F)c(CO)c(F)c2F)CCC1	3	2	-10	3	-12
44	O=C(NCc1ccccc1)c1cc[n+](CC(=O)c2cccs2)cc1	0	0	12	-2	5
45	O=C(NCc1ccc2c(c1)OCO2)c1ccc2snnc2c1	-1	1	4	2	-7
46	O=C(O)CCC(=O)N1N=C(c2c(-c3ccccc3)c3cc(Cl)ccc3[nH]c2=O)CC1c1cccs1 (stereo not drawn)	-2	-6	3	-8	5
47	CC(=O)c1cccc(NC(=S)NC(=O)c2ccc(C)cc2)c1	0	-1	16	2	10
48	C=CCC1Cc2c(Br)cccc2C(CC=C)N1 (stereo not drawn)	-3	2	-33	35	30
49	COC(=O)c1cccc(NC(=S)N2CCOCC2)c1	0	0	19	-5	3
50	CC(C)n1c(Nn2cnnc2)nc2ccccc21	3	-1	0	-6	8

cpd	Thrombin inh	14-3-3 Bad PPI	Runt-CBFb FRET	KLK5 inh
37	-10	-1	0	3
38	-1	5	-6	1
39	-1	-4[fluorescence artefact?]	-1	-2
40	-2	0	1	-2
41	-1	6	0	-21
42	-21	-4	2	1
43	-1	-3[fluorescence artefact?]	0	-11
44	-7	0	2	-4
45	-24	2	1	1
46	-7	2	-10	-5
47	-5	-7	-1	-4
48	37	-2	-1	30
49	-9	-7	1	8
50	-3	-8	2	-12

# No enrichment for hits; any-hit rate near 4.2%.
